# Screening data from PubChem.
# beta cell repl: MIN6 beta-cell proliferation induction; AID 2380; proliferation, % at 10 µM; MIN6 cells proliferation, ATPlite luminescence, 48 h; cells starved in 0.2% serum; 100% = growth in 10% serum; hit rate 0.29% among 330,000;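 active means compounds whose signal lies at least 3.5 SD above the mean of all wells on their plate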;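 further: 0% = DMSO-treated cells in low-serum medium and 100% = 10% serum control; some compounds called inactive have numbers as strong as hits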
# APOBEC3G inh: blocks human APOBEC3G single-stranded DNA deamination; hit rate 0.28% among 330,000; recombinant A3G, ssDNA deamination FAM/TAMRA fluorescence; inhibition, % at 20 µM;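 active means inhibition of at least 40% at 20 µM, with no more than 30% in the related APOBEC3A deaminase screen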;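 further: plate controls were DMSO wells with A3G for no effect and wells lacking A3G enzyme for full effect; some compounds called inactive have numbers as strong as hits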
# Target sequence (Q9HC16 whole entry, looked up): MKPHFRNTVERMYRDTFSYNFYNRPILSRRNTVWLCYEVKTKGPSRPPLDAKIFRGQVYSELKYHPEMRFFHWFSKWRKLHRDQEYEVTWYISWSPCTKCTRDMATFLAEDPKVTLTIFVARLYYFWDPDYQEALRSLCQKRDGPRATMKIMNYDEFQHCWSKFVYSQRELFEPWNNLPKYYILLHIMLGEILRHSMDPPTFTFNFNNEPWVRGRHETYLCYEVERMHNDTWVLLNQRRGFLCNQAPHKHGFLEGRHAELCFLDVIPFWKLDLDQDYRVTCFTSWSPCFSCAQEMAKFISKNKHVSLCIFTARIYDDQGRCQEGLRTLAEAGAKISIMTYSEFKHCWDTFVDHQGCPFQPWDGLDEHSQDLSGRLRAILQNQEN
# APOBEC3A inh: inhibitors of human APOBEC3A DNA deaminase | recombinant A3A, FAM/TAMRA ssDNA deamination fluorescence | inhibition, % at 20 µM | P31941 | AID 493011 | hit rate 0.41% among 330,000;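 active means at least 40% inhibition at 20 µM here, with at most 30% in a related deaminase screen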;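 further: plate controls were A3A with DMSO for no effect and wells lacking A3A enzyme for full effect; some results filed as inactive read as strong as hits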
# Target sequence (P31941 whole entry, looked up): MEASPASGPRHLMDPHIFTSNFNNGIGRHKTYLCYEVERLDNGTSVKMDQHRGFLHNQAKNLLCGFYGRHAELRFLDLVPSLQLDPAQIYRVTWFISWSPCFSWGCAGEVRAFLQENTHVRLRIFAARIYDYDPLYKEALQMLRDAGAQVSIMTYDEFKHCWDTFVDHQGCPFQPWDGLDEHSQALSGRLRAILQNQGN
# hIAP inh: human IAP inhibition. purified IAP, CDP-Star luminescence, 30 min. inhibition, % at 10 µM. P09923. hit rate 0.12% among 330,000;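 active means inhibition reaching a set limit with compound at 10 µM in the primary screen, cut at about 35% in these data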;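 further: plate controls were DMSO wells with enzyme for no effect and no-enzyme buffer wells for full effect; values of inactives mirror those of a sister screen read the other way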
# Target sequence (P09923 whole entry, looked up): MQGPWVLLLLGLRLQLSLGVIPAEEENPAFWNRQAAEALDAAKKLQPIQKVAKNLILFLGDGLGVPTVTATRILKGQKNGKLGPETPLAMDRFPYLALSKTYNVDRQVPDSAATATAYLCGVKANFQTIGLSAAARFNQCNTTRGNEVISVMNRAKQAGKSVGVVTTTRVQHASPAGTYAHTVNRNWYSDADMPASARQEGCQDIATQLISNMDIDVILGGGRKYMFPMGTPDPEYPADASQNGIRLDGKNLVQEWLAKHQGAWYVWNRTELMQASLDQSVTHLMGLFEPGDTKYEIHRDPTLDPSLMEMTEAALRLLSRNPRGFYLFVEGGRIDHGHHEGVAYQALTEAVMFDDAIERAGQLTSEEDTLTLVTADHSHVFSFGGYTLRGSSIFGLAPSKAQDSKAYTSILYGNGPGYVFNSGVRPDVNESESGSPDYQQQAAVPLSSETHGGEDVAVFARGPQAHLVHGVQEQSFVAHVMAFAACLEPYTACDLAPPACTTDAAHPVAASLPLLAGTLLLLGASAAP
# MPTP block: permeability transition pore inhibition | isolated mouse mitochondria, Ca2+ swelling absorbance, 30 min | inhibition, % at 10 µM | hit rate 1.4% among 360,000 | AID 602449;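 active means inhibition of 50% or more, scaled per plate between neutral and stimulator controls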;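 further: 0% = DMSO wells given calcium and 100% = 1 mM EGTA wells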
# mIAP act: mouse IAP activation. muIAP, CDP-Star luminescence, 30 min; stronger effect = higher value; 1 = vehicle-only enzyme signal, 0 = enzyme-free wells. activation factor at 10 µM. hit rate 0.24% among 330,000;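 active means activation factor of at least 2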; further: the source names both 10 and 20 µM as test concentration; values of inactives mirror those of a sister screen read the other way
#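 System: Mouse IAP enzyme | Also added: CDP-Star substrate | Dosing: Compounds dispensed in DMSO | Schedule: 30 min enzyme-substrate-compound incubation at room temperature | Technique: Chemiluminescence readout | Control set: DMSO-only wells and no-enzyme negative control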
# hIAP activ: increases human intestinal alkaline phosphatase activity | purified human IAP, CDP-Star luminescence, 30 min; stronger effect = higher value; 1 = vehicle-only enzyme, 0 = enzyme-free background | activation factor at 10 µM | hit rate 0.16% among 330,000 | AID 2524;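 active means activation factor of the enzyme at least 2-fold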; further: the source names both 10 and 20 µM as test concentration; values of inactives mirror those of a sister screen read the other way
# mIAP block: blocks mouse intestinal alkaline phosphatase; inhibition, % at 10 µM; hit rate 0.2% among 330,000; purified mouse IAP, CDP-Star luminescence, 30 min;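 active means inhibition of at least 40% at 10 µM in the primary screen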;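 further: plate controls were DMSO with enzyme for no effect and no enzyme wells for full effect; values of inactives mirror those of a sister screen read the other way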
# NR3A LBD binder: modulates the human NR3A ligand-binding domain | NR3A LBD differential scanning fluorimetry, Tm shift; 0% = protein alone, 100% = glycine-bound protein | Tm shift relative to glycine control, % at 25 µM | hit rate 2.5% among 340,000;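 active means melting temperature shift of at least 10% of the positive control shift, at one fixed dose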
# An asterisk follows results filed as active; / = not tested or not shown.
SMILES,beta cell repl,APOBEC3G inh,APOBEC3A inh,hIAP inh,MPTP block,mIAP act,hIAP activ,mIAP block,NR3A LBD binder
C=CCN1c2ccccc2C(=O)CS1(=O)=O,-4,-4,0,3,-0.8,1.1,0.97,-10,1
Cc1ccc(N2C(=O)Nc3ccc(Br)cc3C2(O)C(=O)NCCN(C)C)cc1C (stereo unspecified),-2,0,3,2,0.0,1.1,0.98,-5,3
COc1ccc(-c2cc(=O)oc3cc(OCC(=O)NCC(O)c4ccccc4)ccc23)cc1 (stereo unspecified),-2,23,4,-17,-0.1,0.98,1.2,2,-1
O=C(CSc1nnc(-c2ccc(O)cc2)o1)Nc1cccc(O)c1,-3,-4,-7,-33,-1.1,1,1.3,-4,18*
CCOc1ccc(/C=C/C(O)=C2/C(=O)NC3(C)CC2c2ccccc2O3)cc1OC (stereo unspecified),-1,-5,0,5,1.1,0.86,0.95,14,1
CSC1=NCCN1C(=O)COc1ccccc1,-1,3,2,9,-0.1,0.99,0.91,1,0
O=C(N/N=C/c1ccccn1)c1ccc(NC(=O)c2ccc(F)cc2)cc1,1,-4,-2,4,-0.2,0.85,0.96,14,6
CN(CCCN1CCOCC1)C(=O)c1cc(COc2cccc(C(F)(F)F)c2)on1,0,-6,-3,3,0.8,1,0.97,-1,-2
c1ccc(-c2nnc(-c3ccccc3)o2)cc1,1,0,0,13,-2.5,1,0.87,-1,0
CN(C(=O)CSc1nnc(-c2ccccc2)o1)c1c(N)n(Cc2ccccc2)c(=O)[nH]c1=O,3,0,14,-3,-0.4,0.89,1,11,0
O=C(Nc1ccc([N+](=O)[O-])cc1)N1CCN(C(=O)C2CCCO2)CC1 (stereo unspecified),-4,-1,3,10,0.3,0.98,0.9,2,-1
CC(=O)Nc1ccc(S(=O)(=O)NC2CC2)cc1,-2,1,1,-10,0.4,0.94,1.1,6,-1

# Four of these compounds in another layout:
> CSC1=NCCN1C(=O)COc1ccccc1
  beta cell repl: -1; APOBEC3G inh: 3; APOBEC3A inh: 2; hIAP inh: 9; MPTP block: -0.1; mIAP act: 0.99; hIAP activ: 0.91; mIAP block: 1; NR3A LBD binder: 0
> CN(C(=O)CSc1nnc(-c2ccccc2)o1)c1c(N)n(Cc2ccccc2)c(=O)[nH]c1=O
  beta cell repl: 3; APOBEC3G inh: 0; APOBEC3A inh: 14; hIAP inh: -3; MPTP block: -0.4; mIAP act: 0.89; hIAP activ: 1; mIAP block: 11; NR3A LBD binder: 0
> C=CCN1c2ccccc2C(=O)CS1(=O)=O
  beta cell repl: -4; APOBEC3G inh: -4; APOBEC3A inh: 0; hIAP inh: 3; MPTP block: -0.8; mIAP act: 1.1; hIAP activ: 0.97; mIAP block: -10; NR3A LBD binder: 1
> CN(CCCN1CCOCC1)C(=O)c1cc(COc2cccc(C(F)(F)F)c2)on1
  beta cell repl: 0; APOBEC3G inh: -6; APOBEC3A inh: -3; hIAP inh: 3; MPTP block: 0.8; mIAP act: 1; hIAP activ: 0.97; mIAP block: -1; NR3A LBD binder: -2

# (continued)
SMILES,beta cell repl,APOBEC3G inh,APOBEC3A inh,hIAP inh,MPTP block,mIAP act,hIAP activ,mIAP block,NR3A LBD binder
CCOc1ccccc1C(=O)NC(C(=O)N(C)Cc1ccc2c(c1)OCO2)C(C)C (stereo unspecified),-2,-6,2,1,-0.3,0.97,0.99,2,0
CC(C)N1C(=S)N(Cc2ccco2)C(=O)C1CC(=O)Nc1ccccc1 (stereo unspecified),-2,-4,-3,-22,0.1,1.1,1.2,-8,1
CCOC(=O)c1c(S(=O)(=O)NCC2CCN(CCc3cccs3)CC2)c(C)n(C)c1C,1,-6,-3,8,-0.9,0.99,0.92,1,-1
O=C1C=C(c2cccc(Cl)c2O)C[C@@H](c2ccc3c(c2)OCO3)C1,-2,-3,4,-4,1.7,0.97,1,3,-13
COc1ccc(NC(=O)CNS(=O)(=O)c2ccccc2)cc1Cl,-1,-3,4,23,-0.6,1.1,0.77,-6,-29
O=C(N/C(=C/c1cccnc1)C(=O)N1CCCCCC1)c1cccc(Br)c1,0,-7,0,-7,0.7,0.91,1.1,9,1
CCCC(=O)NC(=S)Nc1ccc(NC(=O)c2cccs2)cc1,0,3,5,2,0.4,1,0.98,0,-14
O=C(CSc1nc(=O)n(CCCN2CCOCC2)c2c1CCCC2)Nc1ccc(F)cc1F,3,0,2,6,-3.2,1,0.94,-3,-2
CCO[C@H]1OC(C(=O)N2CCN(Cc3ccc4c(c3)OCO4)CC2)=C[C@@H](c2csc3ccccc23)[C@@H]1CCCO,-8,-3,-2,7,0.5,0.98,0.93,2,-1
O=C(OCc1cncs1)c1cccs1,2,-8,1,2,-1.4,0.91,0.98,9,0
CC1(C)CC2(CCO1)C(Nc1ccccc1)=NC(=S)N2CC(N)=O (stereo unspecified),-2,-10,-4,-16,1.0,1.1,1.2,-9,1
Cc1ccc(C(O)(CCN2CCCCC2)c2ccccc2)cc1 (stereo unspecified),1,-5,-1,9,-0.6,0.92,0.91,8,3
CC(C)(C)C(=O)Nc1sc2c(c1C(=O)Nc1ccccn1)CCCC2,1,-11,2,8,0.3,0.97,0.92,3,-1
CCn1cc(C(=O)NCc2ccc(C)o2)c2cc(OC)c(OC)cc2c1=O,-2,1,1,0,-0.6,1,1,-4,0
CCc1c(C)c2ccc(OC3CCCCC3=O)cc2oc1=O (stereo unspecified),0,-9,-4,3,0.9,1,0.97,0,0
O=C(C[n+]1ccccc1)Nc1cc(C(F)(F)F)ccc1Cl,0,-1,-1,-32,4.5,0.9,1.3,10,1
CCCC(=O)N1CCN(c2ccc(NC(=O)c3ccco3)cc2)CC1,-2,-1,-1,10,0.0,0.99,0.9,1,-2
COC(=O)c1cc(CNC(=O)c2ccc(O)c(Cl)c2)ccc1OC,0,-1,-2,1,-0.5,1,0.99,-4,6
O=C(COC(=O)COc1ccccc1)Nc1ccc2c(c1)OCCO2,-1,-4,-1,-15,-1.2,1.1,1.2,-11,1
CN(c1ccc(C(=O)N2CCOCC2)cc1[N+](=O)[O-])C1CCCCC1,-1,-7,-1,17,-1.9,0.9,0.83,10,1
O=[N+]([O-])c1ccccc1NCc1c(O)ccc2ccccc12,-1,-6,-4,18,0.0,0.86,0.82,14,13*
O=C(NCCc1nccs1)C1CCC(=O)N(Cc2cccc(C(F)(F)F)c2)C1 (stereo unspecified),-2,-3,2,16,0.1,0.97,0.84,3,3
Fc1ccccc1CSc1ncn[nH]1,0,1,1,2,-1.5,1,0.98,-2,-2
Cc1cc(C(=O)Oc2ccccc2C(=O)O)c(C)o1,0,2,2,18,-2.3,1.1,0.82,-6,2
O=C(O)c1ccnc(Cl)c1,-2,-5,0,9,-0.5,0.99,0.91,1,0
COC(=O)CCCCCN1C(=O)NC(c2ccccc2)C(C(=O)OCc2ccccc2)=C1C (stereo unspecified),-7,-10,-3,-6,4.2,1.1,1.1,-7,1
CCOc1cccc(C(=O)Nc2cc(-c3nn4c(C)nnc4s3)ccc2C)c1,-1,3,0,-6,-2.5,0.99,1.1,1,2
CC(C)CCN1CCN(Cc2ccc3nsnc3c2)CC1CCO (stereo unspecified),-1,-1,6,-13,3.4,1,1.1,-1,-1
CCc1cccc(C)c1NC(=O)CO/N=C(\N)CC(=O)NC1CCCCC1,-4,-4,5,6,-0.9,1.1,0.94,-14,-2
CCC(C)(c1nnnn1-c1c(C)cccc1C)N(N=O)c1cccc(C(F)(F)F)c1 (stereo unspecified),-4,-3,0,2,2.1,0.96,0.98,4,0
COc1ccccc1-c1nc(C#N)c(NCc2ccc(F)cc2)o1,0,-9,-2,-4,-3.8,0.93,1,7,-10
CN(Cc1ccccc1)C(=O)CCC1CCN(S(=O)(=O)N(C)C)CC1,0,-13,-2,-1,0.7,1,1,-2,-3
CCc1nnc(NC(=O)C2CCCN(S(=O)(=O)c3ccccc3)C2)s1 (stereo unspecified),-1,-1,-2,4,-0.2,0.87,0.96,13,-2
CC(OC(=O)C1CC1)C(=O)Nc1cc(Cl)cc(Cl)c1 (stereo unspecified),0,-1,0,8,2.8,1.3,0.92,-27,10
CC(=O)Nc1ccc(SCC(=O)Nc2ccc(Cl)cn2)cc1,0,-7,3,11,1.5,1.1,0.89,-8,2
COC(=O)C1(Cc2cc(-c3ccc([N+](=O)[O-])cc3)no2)CCN(C(=O)OC(C)(C)C)CC1,-5,-9,-4,-5,2.7,1,1,0,-5
COc1cc(NC(=S)Nc2ccc(S(=O)(=O)N3CCOCC3)cc2)cc(OC)c1OC,-3,-1,-5,7,2.5,0.83,0.93,17,2
Cc1ccc(-c2nnc(SCC(=O)N3CCCC3)o2)cc1C,-2,-7,-5,-6,1.7,1,1.1,-1,0
CCN1CCN(C(=O)CCc2nnc(CCCCc3ccccc3)o2)[C@@H](C)C1=O,-1,-2,-2,2,-0.2,0.93,0.98,7,-1
CCSc1nc2ccccc2c(=O)n1-c1c(C)n(C)n(-c2ccccc2)c1=O,-2,-7,-1,4,-2.6,0.97,0.96,2,-2
COC(=O)CSc1nc(-c2ccc(F)cc2)cc(C(F)(F)F)n1,-1,0,2,1,4.5,1,0.99,-4,0
O=C(OCc1nc2ccccc2s1)c1cccc(N2C(=O)CCC2=O)c1,1,-10,9,-8,1.8,1.2,1.1,-16,3
CCn1c(C)[n+](CCOCC[n+]2c(C)n(CC)c3cc(Cl)c(Cl)cc32)c2cc(Cl)c(Cl)cc21,-2,29,78*,7,-2.4,1.1,0.93,-9,2
Cc1ccc(NS(=O)(=O)c2ccc3[nH]c(=O)[nH]c3c2)c(C)c1,-2,-4,2,-2,-2.1,0.96,1,4,-2
Cc1cc(C)cc(OCC(=O)NNC(=O)CCC(=O)NCc2ccccc2)c1,-3,-5,3,-86,0.0,0.95,1.9,5,-3
O=c1[nH]c(-c2ccccc2O)nc2c1CCCC2,0,-2,-4,-14,-6.9,1,1.1,0,0
CCOc1ccc(/C=N/Nc2nc(N3CCCC3)nc(N3CCCC3)n2)cc1OC,-2,-1,-1,11,-2.1,1.1,0.89,-10,-1
CCc1ccc(N2CC(C)Cn3c2nc2c3c(=O)[nH]c(=O)n2C)cc1 (stereo unspecified),-1,-9,-3,4,0.2,0.95,0.96,5,/
COC(=O)c1cc(S(=O)(=O)N2CCN(c3ccc(F)cc3)CC2)c[nH]1,-1,11,3,6,-0.8,0.95,0.94,5,2
Cc1ccc(S(=O)(=O)N2CCN(C(=O)c3ccc(Cl)nc3)CC2)cc1,-2,-3,4,6,-1.9,1,0.94,0,1
Cc1nc(/N=C\c2ccc(N(C)C)cc2)sc1C,0,-7,-2,0,-2.5,0.99,0.99,0,-2
CC(=O)Nc1ccc(Sc2ncnc3scc(-c4ccccc4)c23)cc1,0,-6,-1,7,0.2,1,0.93,-3,-11
COc1cccc(C2C(C#N)=C(N)SC(c3ccccc3)C2[N+](=O)[O-])c1 (stereo unspecified),0,-8,-4,2,-0.2,1.1,0.98,-8,-5
N#Cc1ccc(NC(=O)CCc2nc3ccccc3s2)cc1,0,-7,-1,4,2.6,0.96,0.96,4,-3
CCN(C[C@H]1N[C@@](C)(C(=O)OC)[C@H]2C(=O)N(Cc3ccccc3)C(=O)[C@@H]12)C(=O)c1ccccc1,-3,0,1,-4,-0.2,1.1,1,-6,1
O=C(O)c1ccc(N/N=C/c2cc3cc4c(cc3nc2Cl)OCCO4)cc1,-7,-5,1,0,1.8,0.97,1,3,0
O=C(O)CSCc1ccc(C(=O)O)o1,-2,-2,7,6,1.3,0.96,0.94,4,-1
Cn1c(N)c(N=Nc2ccc(S(N)(=O)=O)cc2)c(=O)n(C)c1=O,1,-3,0,12,-0.1,0.97,0.88,3,3
CCOC(=O)C1CCCN(C(=O)c2ccccc2NC(C)=O)C1 (stereo unspecified),-2,-4,-4,-16,-0.2,1,1.2,0,-2
